POLK inh = blocks human DNA polymerase kappa activity. purified Pol kappa, fluorescent DNA synthesis assay, 10 min. Potency, µM (top dose mostly 107 µM), for inactives: top-dose activity, negative = inhibition, hits mostly inhibitors. 400,000 tested, 0.53% active. Q9UBT6. AID 588579; further: on the % scale 0 is the no-effect control and ±100 the full control effect
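Readout: fluorescence, taken kinetically at 0 and 10 min. Conditions: 10 nM Pol kappa, 15 min RT compound preincubation, 50 nM substrate final. Controls: enzyme-free buffer wells.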
G9a inh = inhibitors of human histone lysine methyltransferase G9a; Q96KQ7; G9a H3K9 monomethylation, AlphaScreen, 2 h; Potency, µM (top dose mostly 102 µM), inactives show at the top dose activity, negative = inhibition, most hits filed as inhibitors; 350,000 tested, 8.8% active; AID 504332; further: on the % scale 0 is the no-effect control and ±100 the full control effect; nearly all actives have a fitted effect of over 75% in size
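Enzyme 20 nM + cpd, 15 min RT; add b-H3K9 pep 500 nM / SAM 20 uM; 2 h RT; anti-H3K9me1 Ab 0.5 ug/mL + SA donor / anti-rabbit acceptor beads 20 ug/mL each, 10 min; AlphaScreen read.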
BLM helicase inh = blocks DNA unwinding by human BLM helicase. P54132. recombinant BLM DNA unwinding, fluorescence dequenching. Potency, µM (series often up to 56.1 µM), inactives show top-dose activity change, negative = inhibition, actives largely listed as inhibitors. 350,000 tested, 0.2% active. AID 2528;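 further: plate controls were vehicle for no effect and no enzyme for full effect; nearly all actives have a fitted effect of over 35% in size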
Anesthetic bind = binds horse apoferritin like a general anesthetic; P02791; apoferritin/1-aminoanthracene competitive binding, fluorescence; Potency, µM (series often up to 77.5 µM), without a hit: top-dose activity change, negative = displacement, most hits filed as inhibitors; 350,000 tested, 0.074% active; AID 485281; further: on the % scale 0 is the no-effect control and ±100 the full control effect; nearly all actives have a fitted effect of over 20% in size
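Read-out: endpoint 1-AMA fluorescence, excitation 380 nm and emission 535 nm, after compounds sit 10 min at room temperature with 10 uM horse-spleen apoferritin in 50% saturated 1-AMA/PBS. Values come from four-parameter Hill fits.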
Pol iota inh = inhibitors of human DNA polymerase iota; Pol iota fluorescent replication assay, 10 min; Potency, µM (doses to about 115 µM), inactives show top-dose activity, negative = inhibition, actives largely listed as inhibitors; 390,000 tested, 1% active; AID 588590
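Fluorescent replication assay read twice, at 0 min and 10 min after adding 50 nM (final) substrate. Enzyme (10 nM) and compounds were first incubated 15 min at room temperature; enzyme-free buffer wells were negative controls.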
POLB inh = DNA polymerase beta (human) inhibition; Pol beta primer extension/strand displacement, fluorescence kinetic; Potency, µM (doses to about 114 µM), for the others: at the top dose activity change, negative = inhibition, hits mostly inhibitors; 340,000 tested, 1.3% active; AID 485314; further: on the % scale 0 is the no-effect control and ±100 the full control effect
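Human Pol beta at 10 nM; strand-displacement substrate 50 nM final. Compound exposure 15 min at room temperature before start, reaction 10 min at room temperature.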
APE1 inh = inhibitors of human APE1 endonuclease. Potency, µM (series often up to 65.8 µM), for the others: at the highest dose activity change, negative = inhibition, hits mostly inhibitors. recombinant APE1, TAMRA/BHQ-2 abasic DNA cleavage fluorescence. P27695. AID 2517. 350,000 tested, 0.35% active;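 further: plate controls were vehicle for no effect and reference inhibitor for full effect; nearly all actives have a fitted effect of over 55% in size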
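APE1 at 0.75 nM final was preincubated with compound 15 min at room temperature, then 50 nM double-stranded THF abasic-site substrate (5'-TAMRA/3'-BHQ-2) was added. Fluorescence (ex 525/em 598 nm) was read kinetically; third-minus-first read gave activity.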
POLH inh = inhibitors of human DNA polymerase eta | Q9Y253 | recombinant Pol eta, fluorescent DNA replication assay | Potency, µM (series often up to 114 µM), for inactives: at the top dose activity change, negative = inhibition, usual class: inhibitors | 390,000 tested, 1.2% active; further: on the % scale 0 is the no-effect control and ±100 the full control effect
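Pol eta (10 nM) was preincubated with compounds for 15 min at room temperature, after which fluorescent replication substrate (50 nM final) was added to start the reaction. Fluorescence was read kinetically at 0 and 10 min.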
BAZ2B inh = blocks human BAZ2B; AlphaScreen BAZ2B-H3K14Ac peptide displacement; AID 504333; 360,000 tested, 4.4% active; Potency, µM (top dose mostly 114 µM), without a hit: top-dose activity change, negative = inhibition, most hits filed as inhibitors; further: on the % scale 0 is the no-effect control and ±100 the full control effect; nearly all actives have a fitted effect of over 60% in size
Target sequence (Q9UIF8 whole entry, looked up): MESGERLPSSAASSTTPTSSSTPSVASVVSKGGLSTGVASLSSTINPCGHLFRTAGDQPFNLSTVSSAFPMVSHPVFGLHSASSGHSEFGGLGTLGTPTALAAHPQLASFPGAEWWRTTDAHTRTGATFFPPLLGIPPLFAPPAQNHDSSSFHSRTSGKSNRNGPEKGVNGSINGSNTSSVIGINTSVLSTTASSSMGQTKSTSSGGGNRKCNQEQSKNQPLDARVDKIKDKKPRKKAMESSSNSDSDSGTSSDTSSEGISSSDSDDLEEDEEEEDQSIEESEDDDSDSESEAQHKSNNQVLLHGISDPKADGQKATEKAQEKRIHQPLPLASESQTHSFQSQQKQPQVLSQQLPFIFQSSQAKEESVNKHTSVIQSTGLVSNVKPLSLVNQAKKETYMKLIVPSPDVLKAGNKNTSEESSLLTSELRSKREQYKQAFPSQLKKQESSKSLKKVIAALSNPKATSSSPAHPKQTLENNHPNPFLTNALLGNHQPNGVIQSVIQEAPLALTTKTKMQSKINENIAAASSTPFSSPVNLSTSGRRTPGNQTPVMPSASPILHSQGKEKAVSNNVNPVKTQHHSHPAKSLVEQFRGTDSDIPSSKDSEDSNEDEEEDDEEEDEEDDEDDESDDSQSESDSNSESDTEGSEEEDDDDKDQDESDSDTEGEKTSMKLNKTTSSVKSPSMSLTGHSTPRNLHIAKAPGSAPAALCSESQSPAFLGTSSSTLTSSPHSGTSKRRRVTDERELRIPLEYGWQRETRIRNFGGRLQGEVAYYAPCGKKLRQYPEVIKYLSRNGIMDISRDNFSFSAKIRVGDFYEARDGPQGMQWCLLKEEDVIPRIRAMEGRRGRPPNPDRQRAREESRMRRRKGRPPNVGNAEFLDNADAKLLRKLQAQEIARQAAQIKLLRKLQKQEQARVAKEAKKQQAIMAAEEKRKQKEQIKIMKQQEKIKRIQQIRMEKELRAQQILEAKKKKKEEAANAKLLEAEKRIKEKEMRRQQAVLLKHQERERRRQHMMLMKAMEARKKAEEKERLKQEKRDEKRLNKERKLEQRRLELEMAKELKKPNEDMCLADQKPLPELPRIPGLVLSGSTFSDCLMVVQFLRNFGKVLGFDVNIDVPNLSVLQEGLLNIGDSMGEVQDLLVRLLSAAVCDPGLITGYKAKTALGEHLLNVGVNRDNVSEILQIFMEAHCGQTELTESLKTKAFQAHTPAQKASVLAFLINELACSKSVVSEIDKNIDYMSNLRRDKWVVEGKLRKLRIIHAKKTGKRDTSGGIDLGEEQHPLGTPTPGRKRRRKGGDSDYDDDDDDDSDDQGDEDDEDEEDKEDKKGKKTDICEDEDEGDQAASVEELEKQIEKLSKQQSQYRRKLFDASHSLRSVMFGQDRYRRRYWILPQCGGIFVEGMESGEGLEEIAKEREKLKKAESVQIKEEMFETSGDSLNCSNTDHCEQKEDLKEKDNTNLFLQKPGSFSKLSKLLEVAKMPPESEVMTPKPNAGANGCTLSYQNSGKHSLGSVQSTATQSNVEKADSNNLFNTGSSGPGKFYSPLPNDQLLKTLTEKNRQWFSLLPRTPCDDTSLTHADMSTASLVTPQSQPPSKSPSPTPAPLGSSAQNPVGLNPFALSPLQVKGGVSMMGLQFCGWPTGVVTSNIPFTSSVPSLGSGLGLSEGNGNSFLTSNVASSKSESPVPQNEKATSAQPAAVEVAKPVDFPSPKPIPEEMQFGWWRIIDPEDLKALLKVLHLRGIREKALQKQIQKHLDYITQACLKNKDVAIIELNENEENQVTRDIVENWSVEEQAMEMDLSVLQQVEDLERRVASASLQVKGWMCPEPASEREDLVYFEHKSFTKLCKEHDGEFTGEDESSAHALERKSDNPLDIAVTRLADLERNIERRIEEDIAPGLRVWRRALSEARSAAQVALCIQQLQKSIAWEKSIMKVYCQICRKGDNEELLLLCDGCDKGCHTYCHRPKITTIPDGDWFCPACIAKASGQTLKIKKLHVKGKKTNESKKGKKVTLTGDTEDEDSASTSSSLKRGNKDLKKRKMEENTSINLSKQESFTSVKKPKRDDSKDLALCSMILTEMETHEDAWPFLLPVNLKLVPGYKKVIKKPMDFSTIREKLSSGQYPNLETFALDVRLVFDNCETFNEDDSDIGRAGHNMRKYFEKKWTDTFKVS
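BAZ2B (50 nM) with biotin-H3(5-23)K14Ac peptide (50 nM) in PBS pH 7.4, 0.01% Tween-20, preformed 30 min, then compound 30 min at room temperature; top concentration 110uM. AlphaScreen streptavidin donor/nickel chelate acceptor beads (10 ug/mL final), 20 min dark, signal read.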
* = called active by the depositor; [ ] = remark or other dose. The call rests on the fitted dose curve; in most records, active means well fitted curve in the direction sought with a large enough effect; inconclusive means small, poorly fitted or top-dose-only effect, or another doubt; inactive means no such curve, though single readings can be large; an effect the other way counts as inactive or inconclusive. Potency means the concentration at half of the fitted maximal effect. Some of the compounds tested; the hit share may differ from the screen's.

`Cc1ccc(CNC(=O)C2CCCN2C(=O)Nc2ccc(C)cc2)cc1` (configuration not stated) gave POLK inh -2%, BLM helicase inh -2%, Anesthetic bind -14%, Pol iota inh 80%[activator], POLB inh 26%, APE1 inh 9%, POLH inh 3% and BAZ2B inh inconclusive.
Screening COc1cccc(NC(=O)CN(C)C(=O)Cc2ccc3c(c2)CCC3)c1 returned POLK inh -1%, G9a inh inconclusive, Pol iota inh 23%, APE1 inh 10%, POLH inh -5% and BAZ2B inh 8%.
Screening CSc1nc(N2CCOCC2)c2c(c1C#N)CCCCC2 returned POLK inh -5%, G9a inh -16%, BLM helicase inh -7%, Anesthetic bind -6%, Pol iota inh 11%, POLB inh 7%, APE1 inh 0%, POLH inh -13% and BAZ2B inh 9%.
`O=C(N=C1SC2CS(=O)(=O)CC2N1c1ccc(OC(F)(F)F)cc1)C1CC1` (configuration not stated) gave POLK inh -13%, G9a inh 27%, BLM helicase inh 0%, Anesthetic bind -7%, Pol iota inh -4%, POLB inh 9%, APE1 inh 5%, POLH inh -14% and BAZ2B inh -11%.
Cc1cccc(C2Nc3ccccc3C(=O)N2CCc2ccccc2)n1 (configuration not stated) was read as POLK inh -6%, G9a inh 9%[59 µM], BLM helicase inh -2%, Anesthetic bind -7%, Pol iota inh 20%, POLB inh 1%, APE1 inh -1%, POLH inh -6% and BAZ2B inh 3%.
Screening COc1ccc(S(=O)(=O)Nc2cccc(-c3ccc(N4CCCCC4)nn3)c2)cc1F returned POLK inh -1%[60.1 µM], G9a inh -8%[59 µM], BLM helicase inh -5%, Anesthetic bind inconclusive, Pol iota inh -4%, POLB inh -18%, POLH inh -13% and BAZ2B inh -3%.
Screening O=C(CCNC(=O)c1ccc(Cl)cc1)Nc1ccccc1N1CCCC1 returned POLK inh 3%, G9a inh inconclusive, Pol iota inh -5%, APE1 inh -14%, POLH inh -15% and BAZ2B inh -8%.
Screening COc1ccc(OCC(=O)N2CCN(C(=O)COc3ccccc3)CC2)cc1 returned POLK inh -3%, G9a inh 21%[59 µM], BLM helicase inh -1%, Anesthetic bind 2%, Pol iota inh 21%, POLB inh 9%, APE1 inh 0%, POLH inh -6% and BAZ2B inh 3%.
CC(C)NC(=O)c1ccc(CNC(=O)OCC(F)(F)F)cc1 was read as POLK inh 3%, G9a inh -5%[12.7 µM], BLM helicase inh 3%, Anesthetic bind -14%, Pol iota inh 19%, POLB inh 3%, APE1 inh 15%, POLH inh 5% and BAZ2B inh 13%.
For CC1CCN(Cc2c(C(=O)N3CCc4ccccc4C3)nc3ccc(Cl)cn23)CC1 the results were POLK inh -10%, G9a inh inconclusive, BLM helicase inh -3%, Anesthetic bind -10%, Pol iota inh inconclusive, POLB inh 21%, APE1 inh 22%, POLH inh -3% and BAZ2B inh -32%.
Screening O=C(Nc1ccc(O)c2c(=O)cc(-c3ccccc3Cl)oc12)c1ccc(Br)cc1 returned POLK inh inconclusive, G9a inh 7%[59 µM], BLM helicase inh -20%[75.6 µM], Anesthetic bind inconclusive and APE1 inh -6%.
Cc1ccc(NC(=O)CSc2nncn3c2cc2sccc23)cc1F was read as POLK inh -14%, G9a inh -5%[59 µM], BLM helicase inh -15%, Anesthetic bind -11%, Pol iota inh inconclusive, POLB inh inconclusive, POLH inh -5% and BAZ2B inh inconclusive.
Screening CCOc1ccc(N/C=C/C(=O)c2ccc3ccccc3c2)c([N+](=O)[O-])c1 returned POLK inh 2%, G9a inh inconclusive, BLM helicase inh -4%, Anesthetic bind -3%, Pol iota inh -2%, POLB inh 0%, APE1 inh 2%, POLH inh -4% and BAZ2B inh inconclusive.
Screening O=c1nc2scc(-c3ccccc3)n2c2ccccc12 returned POLK inh -5%, G9a inh -40%, BLM helicase inh -5%, Anesthetic bind -9%, Pol iota inh -21%, POLB inh 14%, APE1 inh -2%, POLH inh -10% and BAZ2B inh 5%.
COc1cccc(CN(C)CC(=O)NC(=O)NCc2ccco2)c1 was read as POLK inh inconclusive, G9a inh 11%[12.7 µM], BLM helicase inh -22%, Anesthetic bind 6%, Pol iota inh 35µM*, POLB inh 16µM*, APE1 inh inconclusive, POLH inh 18µM* and BAZ2B inh 50µM*.
`CC(=O)NCCn1c(SCC(=O)NCc2ccco2)nc2ccccc2c1=O` gave POLK inh -10%, G9a inh -3%, BLM helicase inh -3%, Anesthetic bind -4%, Pol iota inh 3%, POLB inh 27%, APE1 inh 4%, POLH inh -7% and BAZ2B inh 0%.
`Cc1ccc([C@@H]2CC=C(C(=O)O)[C@H](c3ccc(C(C)(C)C)cc3)N2S(=O)(=O)c2ccc(C)cc2)cc1` gave POLK inh -12%, Pol iota inh inconclusive, APE1 inh 14% and POLH inh 89µM*.
`COc1ccc(OCC(=O)Nc2ccc(-c3nc4cc(C)cc(C)c4o3)cc2)cc1` gave POLK inh -13%, G9a inh -10%[59 µM], BLM helicase inh -7%, Anesthetic bind 4%, Pol iota inh -14%, POLB inh -17%, POLH inh -3% and BAZ2B inh -4%.
`COc1ccc(N2CCN(CC(O)COc3cc(C)cc(C)c3)CC2)cc1` (configuration not stated) gave POLK inh -5%, G9a inh 40µM*, BLM helicase inh -3%, Anesthetic bind -7%, Pol iota inh 19%, POLB inh -1%, APE1 inh -15%, POLH inh -19% and BAZ2B inh 40µM*.
`CC1CCCC(C)N1C(=O)CSc1nnc(-c2c[nH]c3ccccc23)o1` (configuration not stated) gave POLK inh -6%, G9a inh 17%, BLM helicase inh -6%, Anesthetic bind inconclusive, Pol iota inh -17%, POLB inh 1%, APE1 inh -4%, POLH inh 3% and BAZ2B inh 5%.
For Cc1ccc(-c2cc(C(F)(F)F)n3ncc(C(=O)N4CCCCC4c4cccnc4)c3n2)cc1 (configuration not stated) the results were POLK inh 2%, G9a inh 7%, BLM helicase inh 0%, Anesthetic bind -3%, Pol iota inh 144%[activator], POLB inh -1%, APE1 inh 2% and POLH inh -13%.
Screening COC(=O)c1c(NC(=O)CN2C(=O)NC3(CCC(C(C)(C)C)CC3)C2=O)sc2c1CCCCC2 (configuration not stated) returned POLK inh -8%, G9a inh -3%, BLM helicase inh -1%, Anesthetic bind -2%, Pol iota inh 67%[activator], POLB inh -18%, APE1 inh 4%, POLH inh -22% and BAZ2B inh -3%.
CCOc1cc(C=C2C(=O)c3ccccc3C2=O)ccc1OCC(=O)Nc1ccc(C)cc1 was read as POLK inh -13%, G9a inh -48%, BLM helicase inh 3%, Anesthetic bind 5%, Pol iota inh 116%[activator], POLB inh -3%[57.1 µM], APE1 inh 1%, POLH inh -8% and BAZ2B inh -7%.
For COc1ncc2nc(-c3ccccc3)c(=O)n(CCc3ccccc3)c2n1 the results were POLK inh -7%[60.1 µM], G9a inh 1%[0.501 µM], BLM helicase inh -2% and APE1 inh 1%.
O=c1c2sc3ccccc3c2n(Cc2cccc(C(F)(F)F)c2)c(=O)n1Cc1ccccc1 was read as POLK inh 10%, G9a inh 4%[59 µM], BLM helicase inh -8%, Anesthetic bind -14%, Pol iota inh 11%, POLB inh 1%, POLH inh -10% and BAZ2B inh 4%.
For COc1ccc(-c2noc(COc3ccc(Cl)c(C)c3)n2)cc1 the results were POLK inh 23%, G9a inh 21%[59 µM], BLM helicase inh -3%, Anesthetic bind -2%, Pol iota inh -14%, POLB inh 16%, APE1 inh -3%, POLH inh -9% and BAZ2B inh 4%.
`Cc1ccnc2nc(C(=O)OCC(=O)c3c[nH]c4ccccc34)nn12` gave POLK inh -6%, G9a inh inconclusive, BLM helicase inh -6%, Anesthetic bind -10%, Pol iota inh -12%, POLB inh -2%, APE1 inh 4%, POLH inh -4% and BAZ2B inh -7%.
For COc1ccc(NC(=O)C(NC(=O)/C=C\c2ccc3c(c2)OCO3)c2ccc(OC)cc2)cc1 (configuration not stated) the results were POLK inh -3%, G9a inh -24%[59 µM], BLM helicase inh -2%, Anesthetic bind 3%, Pol iota inh -14%, POLB inh -12%, POLH inh -3% and BAZ2B inh -17%.
`CC1CCCCN1C(=O)c1cccc(NC2=C(Cl)C(=O)N(Cc3ccccc3)C2=O)c1` (configuration not stated) gave POLK inh -12%, G9a inh -12%[12.7 µM], Pol iota inh -4%, APE1 inh -9%, POLH inh -9% and BAZ2B inh -7%.
`CSCC(=O)NS(=O)(=O)c1ccc(C)cc1` gave POLK inh -13%, G9a inh inconclusive, BLM helicase inh -3%, Anesthetic bind -3%, Pol iota inh -2%, POLB inh 0%, APE1 inh inconclusive, POLH inh -1% and BAZ2B inh inconclusive.

Random excerpt: 2 entries already listed, in no set order.
For Cc1ccc(-c2cc(C(F)(F)F)n3ncc(C(=O)N4CCCCC4c4cccnc4)c3n2)cc1 (configuration not stated) the results were POLK inh 2%, G9a inh 7%, BLM helicase inh 0%, Anesthetic bind -3%, Pol iota inh 144%[activator], POLB inh -1%, APE1 inh 2% and POLH inh -13%.
Cc1ccc(NC(=O)CSc2nncn3c2cc2sccc23)cc1F was read as POLK inh -14%, G9a inh -5%[59 µM], BLM helicase inh -15%, Anesthetic bind -11%, Pol iota inh inconclusive, POLB inh inconclusive, POLH inh -5% and BAZ2B inh inconclusive.

New compounds follow.
CC(=O)c1ccc(NC(=O)C(C)Sc2nnc(-c3ccncc3)n2C2CC2)cc1 (configuration not stated) was read as POLK inh -6%, Pol iota inh 107%[activator], APE1 inh 41%[activator] and POLH inh -22%.
For COc1ccc(Cn2c(-c3ccc(OC)cc3)nc3c(c(=O)c4ccccc4n3C)c2=O)cc1 the results were G9a inh 1%[59 µM], BLM helicase inh -2%, Anesthetic bind -8%, POLB inh -2%, APE1 inh -2% and BAZ2B inh 1%.
For Nc1ccc(C(=O)c2cccs2)cc1 the results were POLK inh 0%, G9a inh 12%, BLM helicase inh 2%, Anesthetic bind 5%, Pol iota inh 35%[activator], POLB inh 25%, APE1 inh 5%, POLH inh -22% and BAZ2B inh -5%.
For Cc1ccc2nc(SC(C(=O)c3ccccc3)c3ccccc3)nc(C)c2c1 (configuration not stated) the results were POLK inh -3%, G9a inh -34%[59 µM], BLM helicase inh -9%, Anesthetic bind -23%, Pol iota inh -13%, POLB inh 19%, APE1 inh -11%, POLH inh -7% and BAZ2B inh -11%.

High-throughput results (PubChem BioAssay)
